# M. tuberculosis HTS: M. tuberculosis growth inhibition, HTS (AID 449762); M. tuberculosis H37Rv growth inhibition, 7H9 media; higher % means a stronger effect; 0.59% of 330,000 active; inhibition, % at 25 µM, or IC50 in µM where a hit was titrated; in the data active means a potency from the dose series; inconclusive means inhibition above about 70% without an active follow-up result;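 further: bacterial growth assessed after seven days of incubation; strong numbers were not always called active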
# PhoP GFP inhibition: PhoP regulon inhibitors, Salmonella typhi PhoP promoter GFP reporter, confirmatory (AID 1850); Salmonella Typhi PhoP-promoter GFP reporter, fluorescence, 4 h; higher % means a stronger effect; inhibition, % at 50 µM, or IC50 in µM where a hit was titrated; 0.33% of 310,000 active; in the data active means a potency from the dose series; inconclusive means inhibition mostly from about 25% at the one dose, without a potency; inactive means the rest, 99 in 100 with inhibition below about 19%;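 further: 0% = induced wells with vehicle and 100% = uninduced wells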
# inhibitors of VEEV: inhibitors of VEEV TC-83 cytopathic effect, confirmation, Vero cells (AID 588727); inhibition, % at 20 µM; hits with a dose series show IC50 in µM; Vero cells, VEEV TC-83 cytopathic effect inhibition; higher % means a stronger effect; 0.13% of 350,000 active; in the data active means a potency from the dose series; inconclusive means inhibition mostly from about 14% at the one dose, without a potency; inactive means the rest, 99 in 100 with inhibition below about 12%; further: strong numbers were not always called active
# M. tuberculosis: growth inhibition of non-replicating M. tuberculosis (AID 488890). inhibition, % at 25 µM, or IC50 in µM where a hit was titrated. Mycobacterium tuberculosis non-replicating, growth inhibition; higher % means a stronger effect. 0.39% of 320,000 active; in the data active means a potency from the dose series; inconclusive means inhibition mostly from about 82% at the one dose, without a potency; inactive means the rest, 99 in 100 with inhibition below about 76%;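 further: plate controls were DMSO cells for no effect and high antibiotic wells for full effect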
# H1N1 NS1A inhibition: H1N1 influenza NS1A inhibitors, functional cell based assay (AID 504329); inhibition, % at 12.5 µM; hits with a dose series show IC50 in µM; NS1A functional cell-based assay, percent inhibition; higher % means a stronger effect; 0.3% of 340,000 active; in the data active means a potency from the dose series; inconclusive means inhibition above about 27% without an active follow-up result; further: strong numbers were not always called active
# The depositor's hits bear a star; i = inactive; u = inconclusive; x = no result given; & = joins results of further samples.
# Results follow in this order: M. tuberculosis HTS | PhoP GFP inhibition | inhibitors of VEEV | M. tuberculosis | H1N1 NS1A inhibition
1. Cc1nc(CN(C)C(=O)CC2C(=O)NCCN2Cc2ccc(-c3ccccc3)cc2)cs1 (stereo unspecified)
    -3% | -7% | 7.4% | 20% | 12%
2. COCCNCCOc1ccc(C(C)(C)c2ccccc2)cc1
    6% | 2% | 0.5% | 38% | -4%
3. CC(NC(=O)CN(C)Cc1cccc(F)c1)c1ccccc1 (stereo unspecified)
    12% | 3% | i | 7% | -2%
4. Cc1ccccc1N(C(=O)c1ccccn1)C(C(=O)NCc1ccccc1)c1cccnc1 (stereo unspecified)
    -4% | 2% | 0.7% | -14% | -5%
5. O=C(NCCN1CCOCC1)c1ccc(CS(=O)(=O)c2ccc(Br)cc2)o1
    -9% | -4% | 0.6% | -5% | 6%
6. O=C(NCc1ccc(F)cc1)C(c1ccc(Cl)cc1)N(C(=O)c1csnn1)C1CC1 (stereo unspecified)
    0% | 3% | i | 0% | 6%
7. CCN(CC(=O)Nc1ccc2c(c1)OCCO2)Cc1cc(=O)oc2cc(C)c(C)cc12
    -4% | -11% | i | 16% | -15%
8. O=c1[nH]cnc2c1ncn2-c1ccc(N(CCO)CCO)cc1
    x | x | i | x | 0%
9. O=C(NCc1cccnc1)c1ccc(CN2CCc3ccccc3C2)cc1
    -3% | -5% | 2.5% | -13% | 4%
10. O=C(Nc1ccc(F)cc1F)c1ccc(COc2c(F)c(F)cc(F)c2F)o1
    5% | -6% | 1.3% | 74% | 2%
11. COC(=O)c1c(C)nc2c(c(SC)nn2-c2ccccc2)c1N
    5% | -16% | i | 1% | -14%
12. CC[C@H](C)[C@H](NC(N)=O)C(=O)Nc1ccc(NC(C)=O)cc1
    0% | 11% | 1.5% | 2% | -15%
13. CCCc1cc(=O)[nH]c(/N=C(/NC(=O)C(C)N2C(=O)c3ccccc3C2=O)Nc2ccccc2)n1 (stereo unspecified)
    3% | 10% | 6.3% | 1% | 5%
14. COc1ccc(NC(=O)C(=O)N2N=C3CCCCC3C2(O)C(F)(F)F)cc1 (stereo unspecified)
    7% | 4% | 0.6% | 50% | -3%
15. Cn1c(CCN2CCOCC2)nc2cc(NC(=O)COc3ccc(Cl)cc3)ccc21
    -3% | -3% | 7.8% | u | 3%
16. Cc1cc(O)c2c(c1)CC1C3CCC4CC(=O)CCC4(C)C3CC(=O)C21C (stereo unspecified)
    x | x | 2.5% | x | -17%
17. CCOC(=O)C1=C(C)NC(C)=C(C(=O)OCC)C1C(=O)OCC(=O)N1CCc2ccccc21
    2% | -5%&-1% | 3.0% | 24% | 8%
18. COc1ccc(OC)c(NC(=O)Cn2c(C)nc3ccccc3c2=O)c1
    -12% | 4% | 2.3% | -8% | 27%
19. Cc1nc2ccc(S(=O)(=O)NCC(=O)N3CCCCC3)cc2s1
    -4% | -2% | 1.5% | -2% | 6%
20. COc1cc(C(C)=O)ccc1Oc1ncnc2c1cnn2-c1cccc(Cl)c1
    1% | -9% | 1.0% | 5% | -4%
21. Cc1ccc(S(=O)(=O)N2CCOCC2)cc1NC(=O)CNCc1ccccc1Cl
    x | x | 7.9% | x | -2%
22. Cn1c(=O)[nH]c(=O)c2c1nc(SCC(O)CCl)n2Cc1ccccc1 (stereo unspecified)
    -9% | -5% | i | 21% | -3%
23. Cc1cc2cc(CCNC(=O)CCc3ccccc3)c(=O)[nH]c2cc1C
    -7% | -7% | 11% | 16% | 8%
24. COc1ccc(OC)c(C(=O)COC(=O)c2cccnc2Cl)c1
    -8% | 7% | 0.6% | 5% | -9%
25. Cc1ccc(S(=O)(=O)N2C[C@@H]3CCCC[C@@H]3[C@@H](C)[C@H]2c2cn(Cc3ccccc3)c3ccccc23)cc1
    x | x | i | x | -23%
26. COc1ccccc1CNN
    2% | 3% | 0.2% | 46% | 1%
27. CCOCCCNS(=O)(=O)Cc1ccccc1
    -19% | -1% | i | -4% | -2%
28. O=C(O)CCC(=O)Nc1ccc(C(=O)OC2CCCCC2)cc1
    14% | -12% | 0.9% | 20% | 4%
29. COc1ccc(S(=O)(=O)Cc2ccc(C(=O)NCCCN(C)c3ccccc3)o2)cc1
    -10% | 1% | 1.3% | 17% | 10%
30. Cc1ccc(NC(=O)C2=CCN(S(=O)(=O)c3ccc(F)cc3)CC2)c(C)c1
    -10% | -8% | i | x | -6%
31. CC[C@H](C)[C@H](NC(N)=O)C(=O)Nc1ccc(OC)c(Cl)c1
    -3% | -4% | 0.9% | 12% | 5%

# Among those listed so far, these have a furan ring, fused or not.
# Results follow in this order: M. tuberculosis HTS | PhoP GFP inhibition | inhibitors of VEEV | M. tuberculosis | H1N1 NS1A inhibition
5. O=C(NCCN1CCOCC1)c1ccc(CS(=O)(=O)c2ccc(Br)cc2)o1
    -9% | -4% | 0.6% | -5% | 6%
10. O=C(Nc1ccc(F)cc1F)c1ccc(COc2c(F)c(F)cc(F)c2F)o1
    5% | -6% | 1.3% | 74% | 2%
29. COc1ccc(S(=O)(=O)Cc2ccc(C(=O)NCCCN(C)c3ccccc3)o2)cc1
    -10% | 1% | 1.3% | 17% | 10%

# Molecules shown so far with four or more nitrogen atoms, in the order listed:
# Results follow in this order: M. tuberculosis HTS | PhoP GFP inhibition | inhibitors of VEEV | M. tuberculosis | H1N1 NS1A inhibition
1. Cc1nc(CN(C)C(=O)CC2C(=O)NCCN2Cc2ccc(-c3ccccc3)cc2)cs1 (stereo unspecified)
    -3% | -7% | 7.4% | 20% | 12%
4. Cc1ccccc1N(C(=O)c1ccccn1)C(C(=O)NCc1ccccc1)c1cccnc1 (stereo unspecified)
    -4% | 2% | 0.7% | -14% | -5%
6. O=C(NCc1ccc(F)cc1)C(c1ccc(Cl)cc1)N(C(=O)c1csnn1)C1CC1 (stereo unspecified)
    0% | 3% | i | 0% | 6%
8. O=c1[nH]cnc2c1ncn2-c1ccc(N(CCO)CCO)cc1
    x | x | i | x | 0%
11. COC(=O)c1c(C)nc2c(c(SC)nn2-c2ccccc2)c1N
    5% | -16% | i | 1% | -14%
12. CC[C@H](C)[C@H](NC(N)=O)C(=O)Nc1ccc(NC(C)=O)cc1
    0% | 11% | 1.5% | 2% | -15%
13. CCCc1cc(=O)[nH]c(/N=C(/NC(=O)C(C)N2C(=O)c3ccccc3C2=O)Nc2ccccc2)n1 (stereo unspecified)
    3% | 10% | 6.3% | 1% | 5%
15. Cn1c(CCN2CCOCC2)nc2cc(NC(=O)COc3ccc(Cl)cc3)ccc21
    -3% | -3% | 7.8% | u | 3%
20. COc1cc(C(C)=O)ccc1Oc1ncnc2c1cnn2-c1cccc(Cl)c1
    1% | -9% | 1.0% | 5% | -4%
22. Cn1c(=O)[nH]c(=O)c2c1nc(SCC(O)CCl)n2Cc1ccccc1 (stereo unspecified)
    -9% | -5% | i | 21% | -3%

# Assay outcomes as filed in PubChem.
